# Statin myotox sup: suppressors of simvastatin-induced myotoxicity in C2C12 myotubes | actives 0.78% (n = 330,000) | rescue of ATP level, % at 7.49 µM | ATP luminescence, 48 h; scaled: DMSO 0, geranylgeraniol control 100;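 active means mean ATP rescue above about 67%, or every replicate alone reaching that limit, limit read from the data, passing the limit was not always enough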;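 further: myotubes were challenged with 10 µM simvastatin during compound exposure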
# PGC1a acetyl inh: modulators of PGC1a acetylation; U2OS PGC1a acetylation, AlphaScreen anti-acetyl-lysine; with virally co-expressed GCN5 acetyltransferase; inhibition, % at 15.6 µM; actives 0.17% (n = 350,000); AID 651687;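 active means every replicate shows inhibition of at least 40%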;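 further: 0% = neutral control wells and 100% = positive control wells; some results beyond the cut were filed as inactive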
# Cneo AK release: Cryptococcus neoformans lysis via adenylate kinase release; actives 0.2% (n = 360,000); lysis activity, % at 15 µM; C. neoformans lysis, adenylate kinase release luminescence, 4 h; normalised: neutral wells 0, clomiphene wells 100;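 active means mean lysis activity across replicates of at least 80%, whatever share of replicates individually reach that level; inactive means mean lysis activity below 80%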
#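 Material: C. neoformans cells; Schedule: 4 h static compound exposure, 37 °C, read 1 h post-reagent; Measured by: adenylate kinase release luminescence; Read-out: signal increase indicating cell lysis; Controls: Clomiphene as positive lysis control.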
# SIRT5 inh: inhibitors of human sirtuin-5 desuccinylase | Q9NXA8 | inhibition, % at 15 µM | AID 652115 | actives 1.1% (n = 330,000) | Purified SirT5, succinyl-peptide AMC, trypsin-coupled fluorescence; in the data active means inhibition above about 15%
# Target sequence (Q9NXA8 whole entry, looked up): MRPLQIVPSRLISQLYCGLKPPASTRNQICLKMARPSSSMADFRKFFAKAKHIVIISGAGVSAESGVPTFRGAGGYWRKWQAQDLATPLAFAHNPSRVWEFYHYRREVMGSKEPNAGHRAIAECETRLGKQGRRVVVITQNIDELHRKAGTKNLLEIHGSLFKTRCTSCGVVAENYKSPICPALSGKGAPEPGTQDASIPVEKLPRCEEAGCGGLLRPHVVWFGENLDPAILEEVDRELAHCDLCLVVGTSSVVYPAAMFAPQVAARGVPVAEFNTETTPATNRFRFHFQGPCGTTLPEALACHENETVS
# S100A4 inh HTS: inhibitors of human S100A4 binding to myosin IIA peptide | inhibition, % at 10.7 µM | actives 0.14% (n = 360,000) | S100A4/TAMRA-MyoIIA peptide fluorescence polarization | AID 652163;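 active means mean inhibition of at least 70% across replicates, with every replicate also reaching that level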
# Target sequence (P26447 whole entry, looked up): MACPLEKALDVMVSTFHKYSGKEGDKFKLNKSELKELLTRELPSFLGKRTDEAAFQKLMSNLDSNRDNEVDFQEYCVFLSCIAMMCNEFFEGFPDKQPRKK
#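 Material: S100A4 monomer (human). Medium: Calcium-containing HEPES buffer, pH 7.2. Probe or stimulus: labelled myosin peptide probe, 5 nM. Compound dosing: one concentration per compound. Timing: polarization read 5 min after assay mix addition, stable 5–60 min. Benchmarks: DMSO as neutral control, TFP as positive control.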
# LGR2 antag: inhibitors of bursicon-induced Drosophila LGR2 receptor cAMP signaling | HEK293 LGR2, CRE-luciferase, bursicon-stimulated, 4 h | inhibition, % at 9.99 µM | actives 0.35% (n = 380,000) | AID 720647;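 active means drop in luminescence signal, shown as inhibition above about 50% in the replicate tests, limit read from the data, passing the limit was not always enough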;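 further: agonist challenge used bursicon conditioned medium at about half maximal strength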
# ERAP1 HTS inh: inhibitors of human ERAP1 aminopeptidase; actives 0.15% (n = 340,000); Q9NZ08; AID 652197; recombinant ERAP1, Leu-AMC fluorescence, 60 min; inhibition, % at 10.7 µM;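 active means mean replicate inhibition of at least 30%, or all replicates individually reaching that 30% level; inactive means mean below 30% and not every replicate reaching it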;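 further: 0% = neutral control wells and 100% = L-leucinethiol positive control wells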
# Xi reactivation: activators of X-chromosome reactivation in mouse fibroblasts; AID 743238; actives 0.055% (n = 360,000); activation, % at 7.58 µM; XiGFP mouse fibroblasts, % GFP-positive cells imaging, 3 d; cells co-treated with 5-aza-dC sensitizer; scaled so ellipticine positive control = 100%;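 active means mean normalized replicate activation at least 10% and every replicate at or above 10%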;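 further: 0% = median of on-plate neutral control wells and 100% = ellipticine 6 µM median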
#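 Material: XiGFP fibroblasts, SV40-immortalized. Buffer or medium: DMEM plus 5-aza-dC sensitizer. Compound: single concentration per compound, delivered by pin transfer. Times: 3 days compound exposure. Controls: ellipticine 6 µM.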
# * marks the source's active call; other numbers are inactive results; x = no result given. The list is partial, so the mix of outcomes need not match the whole.
# Below each compound: S100A4 inh HTS	ERAP1 HTS inh	PGC1a acetyl inh	Xi reactivation	SIRT5 inh	Statin myotox sup	LGR2 antag	Cneo AK release
- COCC(=O)Nc1ccc2c(c1)C(=O)N(C)[C@@H]1CC[C@@H](CC(=O)N3CCc4ccccc4C3)O[C@@H]1CO2
 : 60	-1	6	0.0	-1	0	-5	0
- CCC(Sc1nc(-c2ccccc2)c(-c2ccccc2)[nH]1)C(=O)O (centres undefined)
 : -31	-1	-5	0.0	1	0	11	2
- COc1ccccc1C(=O)COC(=O)c1ccccc1O
 : -4	8	7	0.0	-3	-6	-62	2
- CCOC(=O)c1sc(NC(=O)c2ccc(S(=O)(=O)N3CCCCCC3)cc2)nc1-c1ccccc1
 : -9	4	x	0.2	-2	x	x	x
- COC(=O)c1ccc2nc(-c3ccc(C)cc3)c(Cc3cccc(F)c3)n2c1
 : -6	-1	x	0.0	-3	x	-7	x
- O=C(C[C@@H]1CC[C@@H]2[C@H](COC[C@H](O)CN2Cc2nccs2)O1)NCc1ccc(F)cc1
 : 7	1	0	0.0	-1	5	0	-3
- O=C(O)c1cccc(S(=O)(=O)N2CC=C(c3ccccc3)CC2)c1
 : -2	3	4	0.2	4	-8	1	0
- CN(C)C(=O)C[C@H]1CC[C@H]2[C@@H](COc3ccc(NC(=O)Nc4cccc(Cl)c4)cc3C(=O)N2C)O1
 : -3	0	-1	0.1	-3	-25	-3	-2
- COc1ccc(-c2ccccc2[C@H]2[C@@H](CO)N(C(=O)C3CC3)[C@H]2C#N)cc1
 : 4	2	8	0.2	1	x	-10	x
- O=[N+]([O-])c1cc2c(cc1CN1CCN(c3ccc(F)cc3)CC1)OCO2
 : 5	2	3	0.1	4	-18	0	-4
- Cc1noc(C)c1NC(=O)N(C)C[C@H]1Oc2ccc(NS(=O)(=O)c3ccccc3)cc2C(=O)N([C@H](C)CO)C[C@H]1C
 : 6	1	3	-1.0	-3	11	-4	-2
- CC(=O)OC1C=CN(C(C)=O)C(SC(C)(C)C)C1(C)O (centres undefined)
 : 2	2	x	0.2	x	x	6	x
- C/C(=N\NC(=O)c1ccc(Cl)c(Cl)c1)c1cccc(NC(=O)C(C)C)c1
 : x	x	17	x	x	-12	3	3
- C[C@H](NC(=O)Cc1ccccc1)C(=O)N1CCC2(CC1)NCCc1[nH]cnc12
 : -2	3	2	0.1	-1	21	2	0
- O=C(Nc1ccccc1F)N1CCCCN2[C@H](CO)[C@H](c3ccc(C#Cc4cccnc4)cc3)[C@H]2C1
 : -2	3	4	0.0	4	-11	11	0
- CCCN1CCC(NC(=O)C2CCCCC2C(=O)O)CC1 (centres undefined)
 : 0	-3	x	0.0	0	-7	9	6
- O=C1COc2ccc(S(=O)(=O)Nc3ccc(OC(F)(F)F)cc3)cc2N1
 : 5	2	1	0.2	0	0	3	1
- CCOC(=O)c1ccc(NC(=S)Nc2cccc(N)n2)cc1
 : -2	6	-4	0.0	-1	x	-72	3
- COc1ccc(C(C#N)=Cc2ccc(NC(C)=O)cc2)cc1
 : -9	1	13	0.1	x	3	-43	-1
- CC(=O)NC(CC(=O)NC1CCCc2ccccc21)c1ccccc1 (centres undefined)
 : 4	-1	-3	0.0	0	-2	-16	-1
- C[C@@H]1CN([C@@H](C)CO)C(=O)c2cc(-c3cccnc3)cnc2O[C@H]1CN(C)Cc1ccc(-c2ccccc2)cc1
 : -11	1	0	-1.2	7	-4	1	-13
- COc1ccc(C2CC(c3ccc([N+](=O)[O-])cc3)=NN2C(C)=O)cc1 (centres undefined)
 : -6	2	-22	0.1	-2	-3	3	1
- CCCn1c(C2CCCN2c2nc(-c3cccc(Br)c3)cs2)nc2cc(Cl)c(Cl)cc21 (centres undefined)
 : -7	-2	4	0.0	1	117*	12	0
- NC(=O)CC[C@@H]1NC(=O)[C@H](CO)NC(=O)c2cc([N+](=O)[O-])cc(I)c2OCC[C@@H](C(N)=O)NC1=O
 : -9	-1	1	0.3	4	106*	-4	-1
- CCCNC(=O)N(C)C[C@@H]1Oc2cc(C#CCN(C)C)ccc2S(=O)(=O)N([C@@H](C)CO)C[C@@H]1C
 : -1	-1	-6	-0.3	7	-8	-14	-1
- COc1cccc(C#Cc2c(C=O)n(C)c3ccccc23)c1
 : 1	1	0	0.0	0	-10	-17	2
- CCn1c(=O)c2cc(C(=O)Nc3cc(C)on3)sc2c2ccccc21
 : -3	6	1	0.0	-3	0	-4	2
- COC(=O)c1cc(N/C(N)=N/c2nc(C)cc(C)n2)cc(C(=O)OC)c1
 : 0	-2	-2	0.1	2	-2	18	1
- O=C1CCCCC1(O)Cc1ccc2c(c1)OCO2 (centres undefined)
 : 7	2	4	0.4	x	0	3	3
- Cc1ccc(SCc2cc(=O)[nH]c(Nc3nc(C)c4ccc(C)cc4n3)n2)cc1
 : -2	-1	x	0.0	-5	x	11	x
- C[C@H]1CN([C@@H](C)CO)C(=O)Cc2cc(NS(=O)(=O)c3cccs3)ccc2O[C@H]1CN(C)S(=O)(=O)c1cccs1
 : x	x	11	-0.6	x	3	-2	x
- CCC(C(=O)NCc1ccc(C)cc1)c1ccccc1 (centres undefined)
 : -2	3	-2	0.0	1	17	13	0
- CCCNC(=O)Nc1ccc2c(c1)C(=O)N(C)C[C@H](OC)[C@@H](C)CN(C(=O)CC)[C@H](C)CO2
 : x	x	-3	0.0	x	5	-3	1
- C[C@@H]1CN([C@@H](C)CO)C(=O)Cc2cc(NC(=O)Nc3ccc4c(c3)OCO4)ccc2O[C@H]1CN(C)C(=O)Nc1ccc2c(c1)OCO2
 : 11	1	-1	0.0	-1	x	15	x
- C#Cc1cccc(C(=O)N(Cc2cccnc2)CC2CCCN(C3CCCCC3)C2)c1 (centres undefined)
 : -11	3	-4	0.1	x	-9	4	2
- Cc1c(NC(=O)C2CCCO2)cccc1[N+](=O)[O-] (centres undefined)
 : x	x	0	0.0	x	x	13	-3
- COc1cccc(-c2cc(C(=O)N3CCN(Cc4ccccc4)CC3)no2)c1
 : -6	2	4	x	-2	-4	-14	0
- Cc1ccc(C)c(CNS(=O)(=O)c2ccc3c(c2)C(C)(C)C(=O)N3C)c1
 : 2	0	-10	0.1	0	12	-1	0
- C[C@@H]1CN([C@@H](C)CO)C(=O)c2cccc(NC(=O)Nc3ccc(C(F)(F)F)cc3)c2O[C@@H]1CN(C)CC1CCCCC1
 : 5	-5	-7	-0.1	4	-138	x	0
- COc1ccc(CCNCC(=O)Nc2ccc(C)c(S(=O)(=O)N(C)C)c2)cc1
 : 8	-2	-3	0.2	1	10	6	3
- Cc1ccc(S(=O)(=O)NN2C(=O)/C(=C/c3ccc(F)cc3)SC2=S)cc1
 : -1	-5	5	-0.1	-1	7	-4	0
- C[C@@H]1CN([C@H](C)CO)C(=O)c2cc(NC(=O)Nc3ccc(F)cc3)ccc2O[C@@H]1CN(C)S(=O)(=O)c1ccccc1
 : 2	-1	5	1.1	0	-35	-1	9
- O=C(c1cnsn1)N1CCCC(Nc2ccc(F)c(F)c2)C1 (centres undefined)
 : -2	2	-4	0.0	0	-12	5	-2
- COc1ccc(CN(C)CC(=O)NC2CCCc3ccccc32)cc1OC (centres undefined)
 : -2	4	x	0.0	2	x	-11	x
- CCC(=O)N1[C@H](CO)[C@@H](c2ccc(-c3cccc(OC)c3)cc2)C12CN(C(C)=O)C2
 : -2	0	-10	0.1	-1	x	4	x
- O=C(COC(=O)c1c2ccccc2cc2ccccc12)NCC(F)(F)F
 : x	x	-8	0.0	x	8	16	5
- CO[C@@H]1CN(C)C(=O)c2cc(NS(=O)(=O)c3cccc(F)c3)ccc2OC[C@@H](C)N(Cc2cc(F)ccc2F)C[C@H]1C
 : 1	5	-21	0.6	3	54	10	1
- Nc1cc(F)ccc1N1CCCCCC1
 : 3	-3	x	0.2	-1	-23	-3	2
- CC1(C)CC(=O)C2=C(C1)NC(=O)NC2c1ccccc1 (centres undefined)
 : -23	-1	-10	0.0	1	x	11	x
- CC(=O)N1CCN(C(=O)c2cc3c(s2)CCC(C)C3)CC1 (centres undefined)
 : -13	-2	-1	0.0	-2	-3	-10	-2
- Cc1ccc(CN2CCc3[nH]c(=S)[nH]c(=O)c3C2)cc1
 : -2	-2	x	0.1	-3	8	10	-2
- O=C(NNC(=O)C1CCCCC1)c1ccco1
 : -3	0	x	0.0	-4	x	x	x
- COc1ccc(CCN2C(=O)CC(NNC(=O)c3ccccc3Br)C2=O)cc1 (centres undefined)
 : -1	4	-1	-0.4	1	x	-8	-1
- COc1ccc(CN2C[C@H](C)[C@@H](OC)CN(C)C(=O)c3ccc(NC(=O)c4nc5ccccc5s4)cc3OC[C@@H]2C)cc1
 : 15	4	-12	-0.1	102*	19	25	-55
- CC(Sc1nnc2n1CCCCC2)C(=O)Nc1ccccc1[N+](=O)[O-] (centres undefined)
 : -1	0	x	0.3	-14	-4	4	0
- O=C(NC1CCCCC1)C(c1cc2ccccc2o1)N1CCOCC1 (centres undefined)
 : 2	0	13	x	-1	-4	-25	-21
- COC(=O)c1ccc(C2C(C(=O)c3cc4ccccc4o3)=C(O)C(=O)N2c2cc(C)on2)cc1 (centres undefined)
 : 1	-2	x	0.1	1	18	-3	0
- COc1ccc(-c2cc(=O)oc3cc(OCC(=O)NCC4CCC(C(=O)O)CC4)ccc23)cc1 (centres undefined)
 : 0	16	9	x	0	-13	-12	-3
- COc1ccc2[nH]c3c(c2c1)CCN1C(=O)C(CC(=O)NCc2cccc(C(F)(F)F)c2)C[C@H](C(=O)N2CCCCC2)[C@@]31CCc1ccccc1 (some centres undefined)
 : -5	1	10	-0.1	-5	3	18	7
- COc1cc(C(=O)NC2CCN(CC(=O)NC3CCCCC3C)CC2)cc(OC)c1OC (centres undefined)
 : 5	-4	x	0.2	1	-32	-9	1
- C[C@H]1CN([C@@H](C)CO)C(=O)c2cc(NS(=O)(=O)c3ccccc3)ccc2O[C@H]1CN(C)Cc1ccc(Oc2ccccc2)cc1
 : -3	-1	5	-1.2	2	-2	-12	64
- CC(C)(C)OC(=O)N1CCC[C@H]1c1nnc(SCC(=O)Nc2ccc(Br)cc2)o1
 : 1	-2	-5	-0.1	1	x	9	0
- COc1cccc(N(CC(=O)Nc2cccc(F)c2)S(C)(=O)=O)c1
 : -1	1	x	x	-3	8	3	2

# Exported as labelled records: part of the list above
Nc1cc(F)ccc1N1CCCCCC1
- S100A4 inh HTS = 3
- ERAP1 HTS inh = -3
- PGC1a acetyl inh = x
- Xi reactivation = 0.2
- SIRT5 inh = -1
- Statin myotox sup = -23
- LGR2 antag = -3
- Cneo AK release = 2
CC1(C)CC(=O)C2=C(C1)NC(=O)NC2c1ccccc1 (centres undefined)
- S100A4 inh HTS = -23
- ERAP1 HTS inh = -1
- PGC1a acetyl inh = -10
- Xi reactivation = 0.0
- SIRT5 inh = 1
- Statin myotox sup = x
- LGR2 antag = 11
- Cneo AK release = x
CC(=O)N1CCN(C(=O)c2cc3c(s2)CCC(C)C3)CC1 (centres undefined)
- S100A4 inh HTS = -13
- ERAP1 HTS inh = -2
- PGC1a acetyl inh = -1
- Xi reactivation = 0.0
- SIRT5 inh = -2
- Statin myotox sup = -3
- LGR2 antag = -10
- Cneo AK release = -2

# Compound activity as filed in PubChem.
